# FLuc inh counter = Photinus pyralis luciferase inhibition counter-screen | P08659 | ATPLite firefly luciferase biochemical luminescence, 10 min | inhibition, % at 10 µM | hit rate 1.5% among 200,000 | AID 1006;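 active means inhibition above about 50% when tested at 10 µM, limit read from the data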
# G6PDH CS = L. mesenteroides G6PDH inhibition counter-screen; Purified L. mesenteroides G6PDH, diaphorase/resazurin coupled fluorescence, 45 min; inhibition, % at 5 µM; hit rate 0.12% among 200,000; in the data active means inhibition above about 50%
# APP 5UTR inh = APP translation inhibition. SH-SY5Y APP 5'UTR-luciferase reporter, luminescence. inhibition, % at 2 µM. hit rate 0.82% among 190,000. AID 1285;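 active means inhibition above a set limit, derived from the sample mean plus 3 SD, cut at about 45% in these data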; further: values of inactives mirror those of a sister screen read the other way
# FLuc stim CS = affects firefly luciferase, flagging false hits in luciferase stimulation screens; P08659; ATPlite luciferase biochemical, luminescence, 10 min; 0 = ATP-free wells, 1 = DMSO control; activation factor at 10 µM; 200,000 tested, under 10 active; AID 1027;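 active means luciferase activation factor, scaled between plate controls, of at least 2 with compound at 10 µM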
#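 System: Luciferase/luciferin detection reagent, cell-free biochemical luciferase assay | Medium: PBS buffer for ATP | Dosing: Test compounds dosed from 2 mM stocks in 100% DMSO | Timing: 10 min at ambient temperature | Signal: Luminescence measurement of luciferase light output | Evaluation: Luciferase activation, seen as luminescence increase over controls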
# APP 5'UTR act = APP 5'UTR luciferase reporter activation | SH-SY5Y APP 5'UTR luciferase reporter, luminescence; zero percent = DMSO vehicle wells | activation, % at 2 µM | hit rate 1% among 190,000 | AID 1276;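 active means activation above a set limit, based on mean plus 3 SD of controls, cut at about 140% in these data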; further: values of inactives mirror those of a sister screen read the other way
# Diaph act CS = counter-screen for diaphorase-based assays: diaphorase activators and chemical reducers; Diaphorase/resazurin coupled assay, resorufin fluorescence, 16 min; hits give high values; 1 = vehicle wells, 0 = NADH-free wells; activation factor at 20 µM; hit rate 0.005% among 190,000;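 active means diaphorase activity raised at least twofold by the compound at 20 µM; inactive means activation factor below 2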
#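 System – purified diaphorase enzyme from Clostridium kluyveri · Input – enzyme 0.07 U/mL final · Also added – final NADH 0.114 mM, resazurin 0.1 mM · Measured by – fluorescence of resorufin, 544 nm excitation, 590 nm emission · Timing – 16 min enzyme reaction, ambient temperature · Measure – resorufin increase flagging diaphorase activators or reducers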
# STAT1 act = activators of IFN-gamma induced STAT1 signaling; NIH 3T3 STAT1-luciferase reporter, luminescence; 100% = IFN-gamma alone, no compound; activation (% of control), % at 5.5 µM; hit rate 2.6% among 200,000;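 active means activation above the screen-wide mean activation plus 3 SD, cut at about 130% in these data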;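 further: raw ratio to IFN-gamma control signal so 100% means no change and 0% no light; values of inactives mirror those of a sister screen read the other way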
# TLR4-MyD88 BLA = blocks binding of human TLR4 to MyD88 | O00206+Q99836 | HeLa CL3-4 TLR4/MyD88 BLA complementation, FRET ratio | inhibition, % at 8.4 µM | hit rate 0.18% among 200,000; in the data active means inhibition above about 25%;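 further: 0% = vehicle and 100% = reference inhibitor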
# Target sequence (O00206 whole entry, looked up): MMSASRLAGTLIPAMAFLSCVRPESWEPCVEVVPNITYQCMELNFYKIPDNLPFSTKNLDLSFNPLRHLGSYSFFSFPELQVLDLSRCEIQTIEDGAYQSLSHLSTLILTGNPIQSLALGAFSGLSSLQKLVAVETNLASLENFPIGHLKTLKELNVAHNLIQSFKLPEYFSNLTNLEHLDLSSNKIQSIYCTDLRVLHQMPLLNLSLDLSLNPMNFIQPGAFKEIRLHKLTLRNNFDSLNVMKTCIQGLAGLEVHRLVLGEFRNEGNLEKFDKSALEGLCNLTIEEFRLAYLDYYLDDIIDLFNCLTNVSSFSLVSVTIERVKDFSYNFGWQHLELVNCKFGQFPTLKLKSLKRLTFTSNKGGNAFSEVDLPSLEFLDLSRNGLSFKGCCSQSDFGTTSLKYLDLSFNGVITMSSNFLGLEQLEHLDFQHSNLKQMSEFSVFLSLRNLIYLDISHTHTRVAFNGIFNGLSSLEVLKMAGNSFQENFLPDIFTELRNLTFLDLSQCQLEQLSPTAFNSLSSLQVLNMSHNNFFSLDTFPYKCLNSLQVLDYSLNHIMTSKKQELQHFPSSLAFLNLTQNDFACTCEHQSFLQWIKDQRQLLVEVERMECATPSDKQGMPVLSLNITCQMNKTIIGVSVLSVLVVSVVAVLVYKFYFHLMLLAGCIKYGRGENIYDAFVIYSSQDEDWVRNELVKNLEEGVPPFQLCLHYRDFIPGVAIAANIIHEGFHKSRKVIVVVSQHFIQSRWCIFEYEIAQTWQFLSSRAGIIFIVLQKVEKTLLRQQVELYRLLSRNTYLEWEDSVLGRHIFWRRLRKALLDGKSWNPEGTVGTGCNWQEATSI
# Target sequence (Q99836 whole entry, looked up): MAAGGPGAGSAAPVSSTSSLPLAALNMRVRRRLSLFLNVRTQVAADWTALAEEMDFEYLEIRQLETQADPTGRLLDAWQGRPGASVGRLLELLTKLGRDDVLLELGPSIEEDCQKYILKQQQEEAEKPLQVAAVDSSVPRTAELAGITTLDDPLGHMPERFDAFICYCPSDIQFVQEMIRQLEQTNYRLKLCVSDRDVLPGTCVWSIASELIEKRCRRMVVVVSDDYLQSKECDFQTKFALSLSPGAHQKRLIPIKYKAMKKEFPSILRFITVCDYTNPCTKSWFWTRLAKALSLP
# NF-kB expr up = NF-kB expression increase, human neuronal cells | AID 1239 | NF-kB reporter expression; hits give high values | hit rate 1.6% among 190,000 | fold change at 12.5 µM; in the data active means fold change above about 3.3
# Diaphorase inh = diaphorase inhibition or chemical oxidation counter-screen | diaphorase resazurin-to-resorufin fluorescence, NADH, 16 min; bacterial (C. kluyveri) enzyme, not human | inhibition, % at 20 µM | hit rate 0.69% among 190,000;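 active means primary screen inhibition at 20 µM above a set limit, cut at about 50% in these data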;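 further: plate controls were DMSO with full reaction for no effect and wells lacking NADH for full effect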
#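 Assay system: diaphorase enzyme from Clostridium kluyveri. Quantity: enzyme working solution with 0.14 U/mL diaphorase. Schedule: reaction incubation of 16 min at room temperature. Technique: resorufin fluorescence, excitation 544 nm, emission 590 nm. Controls: No-NADH positive control and DMSO neutral control.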
# * marks the source's active call; other numbers are inactive results; x = no result given.
[1] COc1ccc(C(=O)C2CCN(S(=O)(=O)c3ccc4c(c3)OCCO4)CC2)cc1
[2] CCNC(=S)N/N=C/c1sc(N2CCCCC2)nc1-c1cccs1
[3] O=C(O)c1cc(O)ccc1-c1ccc(O)cc1
[4] CCCCn1nc2cc(C(=O)NCc3ccc(OC)cc3)ccc2c1OCC
[5] CCCCCCC1CCC(C(=O)NC(CCSC)C(=O)NC(C(=O)OC)C(C)C)CC1 (stereo unspecified)
[6] COc1cccc(NC(=S)N(Cc2ccc(C(=O)O)cc2)Cc2ccc(OC)c(OC)c2)c1
[7] COc1ccc(C(=O)c2ccccc2)cc1
[8] O=C(CC1SC(=NCCc2ccccc2)N(/N=C/c2cccs2)C1=O)Nc1ccc(Cl)cc1 (stereo unspecified)

compound no.	1	2	3	4	5	6	7	8
FLuc inh counter	2.9	61.9*	-7.0	-6.0	-5.2	-5.9	-0.6	5.0
G6PDH CS	-0.8	11.6	-0.5	5.2	2.2	10.8	7.9	2.2
APP 5UTR inh	5.2	-15.7	4.2	-2.4	-6.0	5.1	1.7	-8.9
FLuc stim CS	1	0.4	1.1	1.1	1.1	1.1	1	0.9
APP 5'UTR act	-5.2	15.7	-4.2	2.4	6.0	-5.1	-1.7	8.9
Diaph act CS	0.9	0.8	0.9	0.8	1.1	1	1	0.9
STAT1 act	98.7	118.6	101.5	103.3	94.2	96.3	107.5	105.5
TLR4-MyD88 BLA	17.3	18.3	-1.6	5.3	0.2	2.2	-0.5	-2.7
NF-kB expr up	0.69	1.12	1.1	1.12	1.02	1.62	1.63	1.05
Diaphorase inh	12.8	15.7	12.6	16.4	-9.8	0.2	0.2	6.4

# Overlap with the part before: four entries, then new ones.
[5] CCCCCCC1CCC(C(=O)NC(CCSC)C(=O)NC(C(=O)OC)C(C)C)CC1 (stereo unspecified)
[6] COc1cccc(NC(=S)N(Cc2ccc(C(=O)O)cc2)Cc2ccc(OC)c(OC)c2)c1
[7] COc1ccc(C(=O)c2ccccc2)cc1
[8] O=C(CC1SC(=NCCc2ccccc2)N(/N=C/c2cccs2)C1=O)Nc1ccc(Cl)cc1 (stereo unspecified)
[9] Cc1cccc(NC(=O)c2sc3nc(N)c(C#N)cc3c2N)c1
[10] CN(CCNC(=O)C1CC(=O)N(C2CCCC2)C1)Cc1ccccc1 (stereo unspecified)
[11] C=CCNC(=O)/C(C#N)=C/c1c(N2CC(C)OC(C)C2)nc2ccccn2c1=O (stereo unspecified)
[12] CCN(CC)c1ccc(NC(=S)NC(=O)c2cccs2)cc1
[13] COc1ccccc1NCc1nnc(SCC(=O)N/N=C/c2ccco2)n1-c1ccc(Cl)cc1Cl
[14] O=C1NCCC/C1=N/Nc1ccc(F)cc1
[15] COc1cccc(C(=O)O/N=C(\N)c2ccncc2)c1
[16] COC(=O)c1cc(NC(=O)CC2C(=O)NCCN2C(=O)c2ccccc2)cc(C(=O)OC)c1 (stereo unspecified)

compound no.	5	6	7	8	9	10	11	12	13	14	15	16
FLuc inh counter	-5.2	-5.9	-0.6	5.0	-1.9	x	-3.7	3.6	-10.3	0.4	88.8*	-0.8
G6PDH CS	2.2	10.8	7.9	2.2	-33.1	x	-1.6	8.2	6.7	16.3	2.4	1.6
APP 5UTR inh	-6.0	5.1	1.7	-8.9	-106.7	16.9	-32.2	-97.2	-71.5	-22.3	-105.6	-14.6
FLuc stim CS	1.1	1.1	1	0.9	1	x	1	1	1.1	1	0.1	1
APP 5'UTR act	6.0	-5.1	-1.7	8.9	106.7	-16.9	32.2	97.2	71.5	22.2	105.6	14.6
Diaph act CS	1.1	1	1	0.9	0.9	x	0.9	0.9	0.9	0.9	0.9	0.9
STAT1 act	94.2	96.3	107.5	105.5	107.5	99.5	96.5	134.5*	94.1	97.4	138.8*	101.2
TLR4-MyD88 BLA	0.2	2.2	-0.5	-2.7	-11.7	-3.5	-4.3	5.5	-0.9	-7.2	-6.7	-3.4
NF-kB expr up	1.02	1.62	1.63	1.05	1.45	x	1.07	1.87	1.02	1.1	2.53	0.94
Diaphorase inh	-9.8	0.2	0.2	6.4	10.9	x	14.2	14.8	11.9	9.4	6.3	13.0

[17] N#Cc1ccccc1NC(=O)CNc1ccc(Cl)c(C(F)(F)F)c1
[18] COc1ccc(NC(=O)c2cc(Cl)ccc2Cl)c([N+](=O)[O-])c1
[19] COc1cccc(NC(=O)c2ccccc2-c2nc(-c3ccc(F)cc3)no2)c1
[20] CC1(C)C2CCC(C2)C1(C)NC(=O)CNCc1cccs1 (stereo unspecified)
[21] Cc1ccccc1OCC(=O)OC1CCN(C)CC1
[22] N/C(=N\OC(=O)CCCOc1ccccc1)c1ccc(Br)cc1
[23] CN(C)/C=C/C(=O)c1ncc(C(F)(F)F)cc1Cl
[24] Cc1ccc(S(=O)(=O)N(C)C)cc1NC(=O)CSc1ncc(C(F)(F)F)cc1Cl

compound no.	17	18	19	20	21	22	23	24
FLuc inh counter	-6.0	-2.0	-0.1	-9.7	-0.1	-6.1	-3.7	1.1
G6PDH CS	-9.9	-1.3	-14.3	15.7	5.2	5.8	1.1	9.9
APP 5UTR inh	-1.9	16.3	1.8	-4.7	6.3	-5.6	-0.9	-8.7
FLuc stim CS	1.1	1	1	1.1	1	1.1	1	1
APP 5'UTR act	1.9	-16.3	-1.8	4.7	-6.2	5.6	0.9	8.7
Diaph act CS	0.9	0.9	0.9	0.9	1.1	0.9	0.9	0.9
STAT1 act	102.2	98.7	104.6	94.4	99.7	105.6	105.6	101.6
TLR4-MyD88 BLA	3.9	10.3	-14.3	7.1	1.9	1.8	4.7	4.3
NF-kB expr up	1.01	1.22	0.53	1.09	1.15	1	0.99	0.88
Diaphorase inh	14.9	7.1	12.3	13.1	-9.0	12.0	12.5	6.7

[25] Cc1ccc(C(=O)C2=C(O)C(=O)N(CCCN(C)C)C23C(=O)N(C)c2ccccc23)o1 (stereo unspecified)
[26] Nc1c(N2CCOCC2)cc(Cl)c2nonc12
[27] CCCCc1ncc(CN2CCC(CC3CCCCO3)(C(=O)OCC)CC2)[nH]1 (stereo unspecified)
[28] Cc1ccc(C)c(NC(=O)/C(C#N)=C/c2ccc(Sc3nncn3C)c([N+](=O)[O-])c2)c1
[29] NNC(=S)NC1CCCCC1
[30] Cc1ccc(NC(=O)C(=O)NCc2ccc(/C=N/NC(=O)c3c(C)nc4cc(C)ccn34)o2)cc1
[31] CCOC(=O)CN(C)C(=O)CCc1nnc(-c2ccsc2)o1
[32] c1nc(N2CCOCC2)c2c3c(sc2n1)CCCC3

compound no.	25	26	27	28	29	30	31	32
FLuc inh counter	0.3	-3.7	-0.4	-4.3	-11.4	70.8*	-3.5	1.2
G6PDH CS	-4.9	49.3	28.1	9.3	-1.4	-37.1	4.8	-11.9
APP 5UTR inh	x	7.3	-7.0	11.6	-8.4	-29.0	-4.9	-9.4
FLuc stim CS	1	1	1	1	1.1	0.3	1	1
APP 5'UTR act	x	-7.3	7.0	-11.6	8.4	29.0	4.9	9.4
Diaph act CS	0.9	0.6	0.9	0.9	1	0.9	0.8	0.9
STAT1 act	x	97.9	92.2	99.5	106.9	100.2	116.9	94.8
TLR4-MyD88 BLA	x	-5.5	3.6	-12.6	-14.0	5.9	4.8	-7.9
NF-kB expr up	x	1.23	0.93	1.16	0.85	1.31	1.55	0.74
Diaphorase inh	9.8	42.8	9.3	8.9	1.8	5.1	16.0	10.9

[33] CCCC(NS(=O)(=O)c1ccc(Br)cc1)C(=O)O (stereo unspecified)
[34] Nc1c(C(=O)NCc2ccccc2)nnn1Cc1cccc(Cl)c1
[35] O=[N+]([O-])c1ccc(-n2nnnc2-c2ccccc2)c([N+](=O)[O-])c1
[36] O=C(O)C1CC=CCC1C(=O)NCCCCc1ccccc1 (stereo unspecified)
[37] CCN(CC)Cc1csc(C(N)=O)c1
[38] CC(C)(C)c1ccc(C(=O)N2CCCN(C(=O)c3ccc(C(C)(C)C)cc3)CC2)cc1
[39] CCS(=O)(=O)N1Cc2ccccc2CC1C(=O)NC(C)C12CC3CC(CC(C3)C1)C2 (stereo unspecified)
[40] Cc1ccc(S(=O)(=O)NC(=O)N2CCCC(C)(C)C2)cc1

compound no.	33	34	35	36	37	38	39	40
FLuc inh counter	-2.6	-5.9	-6.5	-6.7	-6.8	0.9	-5.1	-3.4
G6PDH CS	2.9	4.8	13.5	12.2	20.1	5.9	4.7	4.5
APP 5UTR inh	-6.5	11.5	-3.6	-2.0	-11.4	-1.9	11.1	-0.2
FLuc stim CS	1	1.1	1.1	1.1	1.1	1	1.1	1
APP 5'UTR act	6.5	-11.5	3.6	2.0	11.4	1.9	-11.1	0.2
Diaph act CS	0.8	0.9	0.8	1	1.1	0.9	0.8	0.8
STAT1 act	97.8	93.2	93.1	106.8	102.9	90.8	97.0	102.4
TLR4-MyD88 BLA	-7.2	6.8	7.1	-7.1	2.2	-7.3	11.8	-6.1
NF-kB expr up	1.04	1.1	1.97	1.4	1.14	0.7	0.87	1.36
Diaphorase inh	15.0	11.7	23.8	0.3	-12.0	12.7	16.0	15.1

[41] Cc1nnc2n(-c3ccccc3)c(=O)c3c4c(sc3n12)COC(C(C)C)C4 (stereo unspecified)
[42] COc1ccccc1OCc1cc(-c2ccccc2)no1
[43] Cc1cnc(NC(=O)CSc2nc3ccccc3c(=O)[nH]2)s1
[44] Nc1ccc2nc(-c3ccccn3)[nH]c2c1
[45] CC(C)Oc1ccc(Cc2c(O)nc(NCCCN(C)C)[nH]c2=O)cc1
[46] CCOC(=O)c1cccc(NC(=O)CCOc2ccccc2)c1
[47] Cc1cc(NC(=O)CSCCc2ccncc2)no1
[48] CCCCn1c(SCC(=O)Nc2cccc(OC)c2)nc2ccc(N3CCOCC3)cc2c1=O
[49] NC(=O)CN(c1ccccc1)C1SC(=O)N(Cc2ccccc2)C1=O (stereo unspecified)
[50] NC(=O)c1oc2ccc(Cl)cc2c1NC(=O)CN1CCOCC1
[51] O=C(CS(=O)(=O)c1ccc2ccccc2c1)Nc1ccccc1Cl

compound no.	41	42	43	44	45	46	47	48	49	50	51
FLuc inh counter	-9.8	20.1	-1.6	44.9	-4.7	-0.2	-0.9	0.9	-3.2	-4.1	0.1
G6PDH CS	-37.6	1.7	6.6	13.1	12.0	8.3	14.8	-38.6	3.6	-10.8	-9.9
APP 5UTR inh	-11.7	-79.9	-8.1	-76.0	5.4	3.1	-11.5	-14.4	-0.4	9.6	-15.0
FLuc stim CS	1.1	0.8	1	0.6	1	1	1	1	1	1	1
APP 5'UTR act	11.7	79.9	8.1	76.0	-5.4	-3.1	11.5	14.4	0.4	-9.6	15.0
Diaph act CS	0.8	0.9	0.9	1	0.9	x	0.9	0.7	0.9	0.9	0.9
STAT1 act	99.3	160.8*	89.2	125.5	104.1	97.3	104.4	96.5	99.3	98.5	93.7
TLR4-MyD88 BLA	-18.4	-5.6	5.4	1.6	-4.5	-0.8	-4.7	0.5	-0.4	-16.2	-5.8
NF-kB expr up	0.88	4.34*	1.04	0.59	1.01	1.9	1.22	0.86	1.42	1.53	0.96
Diaphorase inh	15.3	13.0	12.1	4.0	7.1	x	13.3	32.9	13.4	8.6	11.0
